# PPARg SRC-3 ag: PPARgamma agonists recruiting SRC-3 coactivator, primary screen, biochemical; Peroxisome proliferator-activated receptor gamma (Homo sapiens), P37231; biochemical PPARgamma/SRC-3 coactivator recruitment assay; activation, % at 8 µM; 200,000 tested, 0.26% active; in the data active = activation above about 23%;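 note: 0% = DMSO and 100% = reference agonist; some compounds past the cut are filed as inactive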
# ROMK mod: ROMK potassium channel modulators, primary screen, cell-based, thallium flux, MLSMR library; ATP-sensitive inward rectifier potassium channel 1 (Homo sapiens), P48048; Tet-inducible ROMK, thallium flux fluorescence; actives lie on both sides; B-score at 10 µM; 130,000 tested, 2% active;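 active = signal ratio slope over the read window, or its plate-corrected B-score, at least 3 SD from the plate mean, either direction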;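 note: B-score of the F/F0 ratio slope over 7 to 12 s after thallium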
# Target sequence (P48048 whole entry, looked up): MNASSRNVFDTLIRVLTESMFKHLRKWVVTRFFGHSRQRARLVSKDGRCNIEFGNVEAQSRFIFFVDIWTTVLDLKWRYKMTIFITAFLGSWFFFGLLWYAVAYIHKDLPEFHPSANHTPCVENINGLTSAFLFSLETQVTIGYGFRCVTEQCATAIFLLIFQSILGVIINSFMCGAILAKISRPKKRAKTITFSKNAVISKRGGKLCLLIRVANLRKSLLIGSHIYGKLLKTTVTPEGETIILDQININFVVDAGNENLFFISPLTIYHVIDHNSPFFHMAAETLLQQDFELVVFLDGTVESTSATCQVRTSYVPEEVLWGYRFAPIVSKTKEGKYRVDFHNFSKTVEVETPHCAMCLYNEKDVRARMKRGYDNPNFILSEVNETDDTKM
# PPARg SRC1 recr: PPARgamma agonists recruiting SRC-1 coactivator, primary screen, biochemical | Peroxisome proliferator-activated receptor gamma (Homo sapiens), P37231 | PPARgamma-SRC-1 coactivator recruitment biochemical assay | activation, % at 8 µM | 200,000 tested, 0.41% active | AID 631, 2007; in the data active = activation above about 19%;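 note: 0% = DMSO and 100% = reference agonist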
# DTT redox prof: compounds producing H2O2 with reducing agent – biochemical, NIH compound library profiling, artefact control for MLSCN library redox annotation, primary screen. activation, % at 10 µM. AID 878, 2007. DTT-dependent redox cycling H2O2, phenol red/HRP absorbance; 100% = 100 µM peroxide control, 0% = buffer. 200,000 tested, 0.03% active;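 active = activation of at least 50% relative to the plate's high and low controls in the primary single-dose screen; inactive = activation below 50%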;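 note: compound incubated with DTT at 0.8 mM final as the reducing agent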
# Efa HMGR inh: inhibitors of E. faecalis class II HMGR, primary screen, biochemical, Enterococcus faecalis | purified E. faecalis HMGR, NADPH absorbance 340 nm kinetic | inhibition, % at 10 µM | 190,000 tested, 0.41% active | AID 1066, 2008;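 active = inhibition above a set limit, the median over all tested compounds plus 3 SD, cut at about 9.5% in these data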;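 note: enzyme runs in reverse so mevalonate oxidation gives rising NADPH absorbance; 0% = complete reaction with DMSO and 100% = background rate lacking mevalonate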
# Lmaj promast: Leishmania major promastigote growth inhibition, primary screen | Leishmania major promastigotes, resazurin fluorescence viability | inhibition, % at 10 µM | 200,000 tested, 9% active | AID 1063, 2008; in the data active = inhibition above about 50%;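 note: promastigotes grown with compound for 44 hours at 28 °C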
# TR-FRET SRC-2 ct: TR-FRET signal artefacts, primary screen, artefact control for PPARgamma SRC-2 agonist project, biochemical; 200,000 tested, 0.4% active; AID 1049, 2008; TR-FRET ratio at 8 µM; TR-FRET artefact counter-screen; hits give high values; in the data active = TR-FRET ratio above about 2000; note: inactives centre near 1500
# S1P3 antagonist: S1P3 receptor antagonists, primary screen, cell-based | Sphingosine 1-phosphate receptor 3 (Homo sapiens), Q99500 | CHO S1P3 NFAT-BLA reporter, FRET fluorescence, antagonist mode | inhibition, % at 4.98 µM | 170,000 tested, 0.27% active;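 active = inhibition above the plate cutoff, the mean inhibition of test wells on that plate plus 3 SD, cut at about 28% in these data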;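 note: cells challenged with S1P at its EC80 of 0.8 µM; blue over green emission ratio from cleaved BLA substrate after 4 h stimulation; 0% = S1P-stimulated wells and 100% = unstimulated DMSO-only wells; some compounds past the cut are filed as inactive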
# Target sequence (Q99500 whole entry, looked up): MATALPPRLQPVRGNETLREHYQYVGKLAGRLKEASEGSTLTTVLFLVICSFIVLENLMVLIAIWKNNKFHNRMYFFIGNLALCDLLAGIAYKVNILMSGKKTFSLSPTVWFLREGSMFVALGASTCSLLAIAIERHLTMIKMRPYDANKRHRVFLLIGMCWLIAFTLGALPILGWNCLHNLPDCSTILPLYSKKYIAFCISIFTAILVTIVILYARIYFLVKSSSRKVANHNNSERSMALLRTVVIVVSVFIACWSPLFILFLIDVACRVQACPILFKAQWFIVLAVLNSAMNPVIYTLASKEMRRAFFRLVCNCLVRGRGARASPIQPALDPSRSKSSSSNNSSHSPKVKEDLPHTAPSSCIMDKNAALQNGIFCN
# bIAP inhibitor: bovine intestinal alkaline phosphatase inhibitors, primary screen, selectivity assay for TNAP inhibitor project, biochemical, bovine IAP, CDP-star luminescence; purified bovine IAP, 30 min; inhibition, % at 20 µM; 190,000 tested, under 10 active; AID 1019, 2008;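 active = over 50% inhibition of intestinal alkaline phosphatase at 20 µM in the single-dose screen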
#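 Assay system – bovine IAP enzyme · Quantity – bovine IAP at 1/65,000,000 final dilution · Detection – CDP-star luminescence signal · Times – 30 min reaction at room temperature · Also added – CDP-star substrate at 30 µM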
# RAM inhibit: inhibitors of the yeast RAM network, primary screen, dse1pr::URA3 reporter, 5-FOA selection; AID 868, 2007; 190,000 tested, 1.8% active; S. cerevisiae dse1pr::URA3 reporter, 5-FOA growth OD615, 2 d; analog-sensitive cbk1-as2 kinase mutant strain; inhibition, % at 50 µM;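 active = inhibition above a set limit, 3 SD over mean compound inhibition, cut at about 8.4% in these data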;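 note: 0% = DMSO-only wells with no growth and 100% = 10 µM 1-NA-PP1 full growth; inhibition rescues growth on 5-FOA so higher OD means more RAM inhibition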
# PPARg SRC-2 ag: agonists of PPARg-SRC-2 recruitment, primary screen, biochemical, HTS. Peroxisome proliferator-activated receptor gamma (Homo sapiens), P37231. PPARgamma LBD-SRC-2 recruitment. activation, % at 8 µM. 200,000 tested, 0.34% active. AID 1032, 2008; in the data active = activation above about 22%;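 note: 0% = vehicle and 100% = reference agonist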
# * hit, by the source's call; / = not tested or not shown.
SMILES,PPARg SRC-3 ag,ROMK mod,PPARg SRC1 recr,DTT redox prof,Efa HMGR inh,Lmaj promast,TR-FRET SRC-2 ct,S1P3 antagonist,bIAP inhibitor,RAM inhibit,PPARg SRC-2 ag
CS(=O)(=O)N(CC(=O)NCc1ccncc1)C1CCCCC1,-5,0.049,0,0.0,-3,-6,1555,-5,-19,0.8,-8
CC(C)N1C(=S)SC(C)(C)C1n1oc(=O)n(-c2cccc(Cl)c2)c1=O (stereo not drawn),4,/,5,-0.9,0,8,1563,-5,1,0.9,8
Cc1ccc(C(c2nnnn2C(C)(C)C)N2CCC(C)CC2)cc1 (stereo not drawn),17,-0.27,0,-0.1,-5,21,1606,/,5,3.0,10
O=C(N/N=C/c1ccco1)c1cc(-c2cccc(Br)c2)nc2ccccc12,3,-0.49,5,-0.2,-1,40,1473,10,6,5.5,4
CCSc1nnc(-c2cccnc2)n1-c1ccc(Cl)c(C)c1,7,0.041,2,-0.1,1,17,1569,/,5,1.5,7
CCOC(=O)c1c(C)[nH]c2cc(Br)c(OC)cc12,1,/,0,-2.3,-8,33,1630,/,6,-0.2,8
O=S(=O)(Nc1ccc(S(=O)(=O)N2CCCCCC2)cc1)c1cccs1,18,/,7,0.0,-2,-1,1603,/,7,5.7,6
COCCNC(=O)Cn1nc(C)c2ccccc2c1=O,-3,/,-8,-0.5,3,-1,1449,-8,5,0.8,-1
CCN(CC)C(=O)c1sc2nc(-c3ccc(OC)cc3)cn2c1C,-10,-0.41,11,-0.1,-2,-4,1761,4,2,1.8,2
COc1ccc(CCNC(=O)CC2COc3ccccc3O2)cc1OC (stereo not drawn),-15,/,-5,1.4,-2,-5,1242,-8,-8,0.5,-1
COCCCNC(=O)CSC1=Nc2ccccc2C2=NC(CC(=O)NCc3ccccc3)C(=O)N12 (stereo not drawn),11,1.8,2,0.1,-3,28,1702,-3,10,0.7,-2
Cc1cccc(C(CC(=O)NCc2ccco2)c2ccccc2)c1O (stereo not drawn),6,1,1,-0.3,1,11,1635,-6,-11,1.3,2
Cc1nnsc1S(=O)(=O)Cc1ccccc1Cl,5,-0.0012,-1,-3.9,3,11,1525,/,9,1.1,1
O=C(OCC(=O)N1CCCCCC1)c1ccc(Cl)c(S(=O)(=O)N2CCCC2)c1,-4,-0.091,13,-1.5,-2,-1,1492,15,13,3.4,0
CC1(C)CC(=O)C=C(NCc2cccnc2)C1,-6,-0.2,-1,-0.1,0,-4,1550,-23,6,0.5,-3
O=C(O)c1ccc2c(c1)C(c1ccccc1)OC2=O (stereo not drawn),-4,0.062,4,0.0,-2,-8,1544,-4,2,1.8,-1
O=c1[nH]c(CSc2nnnn2-c2ccccc2)nc2ccccc12,0,0.89,1,-0.5,0,6,1501,-7,1,2.8,-11
CC(=O)Oc1ccc(/C=N/NS(=O)(=O)c2ccccc2)cc1,0,-0.55,4,-0.3,-2,-8,1615,-7,-16,1.9,-7
CC1CN(CC(O)COC(c2ccccc2)c2ccccc2)CC(C)O1 (stereo not drawn),5,-1.4,8,0.0,0,86*,1498,-15,7,0.9,2
CN1CC=C2C(C#N)=C(N)C(C#N)(C#N)C(CCc3ccccc3)C2C1 (stereo not drawn),0,/,0,-0.4,6,-3,1605,-6,-8,0.7,2
COCCn1c(SCC(=O)NC(=O)NC(C)(C)C)nc2ccccc21,5,-0.02,-4,0.2,-4,-8,1362,/,-3,0.8,3
CCn1c(C(C#N)/C(=N\S(=O)(=O)c2cccs2)c2ccccc2)nc2ccccc21 (stereo not drawn),10,2.6,-2,0.1,2,3,1475,/,0,5.1,0
Cc1ccc(C)c2sc(NC(=O)c3ccc(N4CCCCC4)c([N+](=O)[O-])c3)nc12,9,1.2,4,-3.2,1,81*,1655,/,6,4.5,-1
CN(CCO)c1cc(NCCCN2CCC(Cc3ccccc3)CC2)c2nonc2c1[N+](=O)[O-],2,-0.97,-2,-0.2,14*,28,1639,-30,1,0.6,7
O=c1oc(-c2cccs2)nc2sc3c(c12)CCC3,-1,/,3,-0.7,4,-6,1473,-15,3,4.0,7
Cc1ccc(S(=O)(=O)N2C(=O)CCC2C(=O)Nn2cnnc2)cc1 (stereo not drawn),2,0.084,-2,0.8,-5,-4,1683,/,3,-0.7,9
COc1ccc(N2C(=O)C3C(c4ccc(OC)cc4O)NC(Cc4ccccc4)(C(=O)O)C3C2=O)cc1 (stereo not drawn),3,0.029,6,-0.2,-3,-7,1555,3,-36,0.9,3
CC[C@H]1OC(=O)[C@H](C)[C@@H](O[C@H]2C[C@@](C)(OC)[C@@H](O)[C@H](C)O2)[C@H](C)[C@@H](O[C@@H]2O[C@H](C)C[C@H](N(C)C)[C@H]2O)[C@](C)(OC)C[C@@H](C)C(=O)[C@H](C)[C@@H](O)[C@]1(C)O,1,/,-6,/,3,/,1423,-20,2,/,2
CC(C)NC(=O)NC(=O)CSc1nnc(-c2ccccc2F)n1N,-1,0.59,2,-0.4,1,-1,1583,-12,-15,3.3,1
CC(Oc1ccccc1)C(=O)NC1CC(C)(C)NC(C)(C)C1 (stereo not drawn),-9,/,2,2.3,2,-4,1463,-34,2,1.4,5
COC(=O)[C@@H](NC(=O)NCc1ccccc1Cl)C(C)C,-3,/,-2,1.4,2,0,1465,-10,14,0.1,-1
COc1nc(-c2ccccc2)ccc1-c1noc(-c2cccs2)n1,-2,/,-2,5.0,/,-5,1436,-6,/,/,-1
CCNC(=S)N/N=C/c1ccc(OCCOc2ccccc2C)cc1,3,/,5,-0.7,0,-2,1557,/,9,3.7,2
CC1CC(O)(Cc2ccccc2)C(C)CN1C (stereo not drawn),2,0.83,2,-0.1,-6,-6,1593,/,-3,1.0,8
O=C(COC(=O)c1cnc(Cl)c(Cl)c1)NCc1ccc2c(c1)OCO2,2,0.84,3,-0.2,0,-6,1627,-8,27,4.5,9
O=[N+]([O-])c1cccc(-c2nc(N3CCOCC3)c3ccccc3n2)c1,1,-1,1,0.5,-5,6,1303,-13,-7,4.4,3
Cc1cc(C(=O)Nc2cccc3ccccc23)n(-c2ccccc2)n1,0,/,4,-1.7,-1,14,1549,-5,5,1.2,-7
O=C(O)CN=C(NS(=O)(=O)c1ccccc1)c1ccccc1,-2,1.1,3,-0.5,1,1,1490,4,9,0.6,-2
COc1ccc(C)cc1S(=O)(=O)N1CCN(Cc2ccccc2)CC1,-4,/,0,2.1,-4,4,1287,9,-15,0.4,-11
Cc1cnc(C(=O)OCC(=O)NCc2ccc3c(c2)OCO3)cn1,1,0.86,-1,-0.1,4,-4,1422,-11,-26,0.0,-9
CC(C)NS(=O)(=O)c1ccc(CCC(=O)NCc2ccco2)cc1,0,-0.78,-2,-1.0,-1,-4,1521,/,4,-0.2,0
O=C(Nc1ccccc1SCC1CSc2nc3ccccc3c(=O)n21)c1ccccc1 (stereo not drawn),2,/,7,-2.7,-1,-8,1646,/,13,1.0,11
Cc1cc(NC(=O)C2CC(=O)N(c3ccccc3)C2)no1 (stereo not drawn),1,/,-5,0.4,-8,0,1346,-25,9,0.2,-5
COc1ccc(OC)c(C(C)NC(=O)c2ccco2)c1 (stereo not drawn),-3,1.1,2,0.0,2,-4,1659,2,10,-0.2,-1
COCCN(C(=O)c1ccccc1OC1CCN(S(C)(=O)=O)CC1)C(C)C,5,0.48,5,-1.0,0,-2,1598,-2,-8,0.1,3
Cn1c(=O)c2cc(S(=O)(=O)NCCC(=O)NCCc3ccc(Cl)cc3)ccc2n(C)c1=O,-6,-0.8,-9,-0.4,-3,47,1343,-18,8,0.3,0
O=c1[nH]c2ccc(Cl)cc2c(-c2ccccc2)c1SC(=S)N1CCOCC1,4,0.17,-8,0.0,-6,40,1390,/,4,2.8,8
COc1ccc(CCn2c(NCCCN3CCOCC3)nc3c2c(=O)[nH]c(=O)n3C)cc1,-3,/,2,1.1,-13,32,1578,-23,8,-0.7,-3
COCCCNC(=O)COc1ccc(S(=O)(=O)Nc2ccccc2)cc1,15,/,0,1.1,-2,2,1661,16,1,0.9,3
COc1cccc(C(=O)Nc2ccc(NC(=O)c3ccco3)c(Cl)c2)c1,4,0.64,-4,-0.4,-3,5,1592,9,1,3.9,5
# Following part:
SMILES,PPARg SRC-3 ag,ROMK mod,PPARg SRC1 recr,DTT redox prof,Efa HMGR inh,Lmaj promast,TR-FRET SRC-2 ct,S1P3 antagonist,bIAP inhibitor,RAM inhibit,PPARg SRC-2 ag
COC(=O)c1cc(NC(=O)c2ccc(OC)cc2)c(=O)oc1C,-6,0.78,11,-1.0,-1,3,1546,-6,-1,0.9,-7
Cc1[nH]n(-c2ccccc2)c(=O)c1C=NCc1ccco1,-6,0.41,-1,-1.0,-5,4,1420,-7,-17,0.7,-4
COC(=O)C(C)NC(=O)C12CC3CC(CC(C3)C1)C2 (stereo not drawn),7,/,-3,2.0,-1,-1,1584,12,-1,2.2,2
Cc1ccccc1NC(=O)c1ccc(CN2CCC(Cc3ccccc3)CC2)cc1,9,/,4,1.5,-4,53*,1549,/,7,-0.5,2
O=C(c1cc(Cl)cc(Cl)c1)N1CCOCC1,-3,-0.036,-2,0.4,4,1,1523,-16,10,-0.3,-4
CCOC(=O)N1CCC(N2C(=O)c3ccccc3C2Nc2ccc(S(=O)(=O)N3CCCCC3)cc2)CC1 (stereo not drawn),3,-0.71,0,-0.7,1,12,1697,5,-25,1.0,5
CCOC(=O)C1CCN(CC(=O)N2C(C)CCCC2C)CC1 (stereo not drawn),2,/,1,-1.5,3,-8,1608,-8,-10,2.1,9
CCOc1ncccc1C(=O)N1CCN(c2cccc(C)c2C)CC1,-1,7.3*,12,-0.6,-4,8,1616,11,-7,-0.4,4
CCCCC(=O)NC(Nc1cc(C)ccn1)(C(=O)OCC)C(F)(F)F (stereo not drawn),2,/,-3,-0.3,4,2,1868,14,1,0.9,-2

# Reprinted at random: two compounds from above
SMILES,PPARg SRC-3 ag,ROMK mod,PPARg SRC1 recr,DTT redox prof,Efa HMGR inh,Lmaj promast,TR-FRET SRC-2 ct,S1P3 antagonist,bIAP inhibitor,RAM inhibit,PPARg SRC-2 ag
COc1cccc(C(=O)Nc2ccc(NC(=O)c3ccco3)c(Cl)c2)c1,4,0.64,-4,-0.4,-3,5,1592,9,1,3.9,5
CCOC(=O)C1CCN(CC(=O)N2C(C)CCCC2C)CC1 (stereo not drawn),2,/,1,-1.5,3,-8,1608,-8,-10,2.1,9

# Compound activity (PubChem)

# Compounds were not picked by outcome, and some 13% of all compounds hit somewhere here.
